Shiga inhibitor: inhibitors of Shiga toxin in Vero cells; Vero cells, Shiga toxin protein synthesis inhibition reporter; inhibition, % at 38.7 µM; actives 9.2% (n = 290,000); in the data active = inhibition mostly above about 28%, no sharp cut-off; inactive = mostly below about 43%; also: 0% is about no effect
Pf growth 48h: P. falciparum growth inhibition at 48 hours (one generation) | P. falciparum luciferase growth in erythrocytes, 48 h | Potency, µM (series often up to 28.7 µM), for the others: at the highest dose activity change, negative = inhibition, hits mostly inhibitors | actives 5.9% (n = 310,000); also: potency is read from the fitted curve at half-maximal effect; % is scaled to controls: 0 for no effect and ±100 for the full control effect
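Cell-based growth assay: transgenic P. falciparum expressing firefly luciferase, cultured in red cells within RPMI 1640 containing 0.5% w/v Albumax, 24 mM bicarbonate and gentamycin. A drop in luciferase activity indicates inhibition.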
Sm TGR block: S. mansoni TGR enzyme inhibition; Q962Y6; purified TGR, DTNB reduction, TNB absorbance 405 nm; Potency, µM (doses to about 114 µM), without a hit: at the highest dose activity change, negative = inhibition, most hits filed as inhibitors; actives 3% (n = 360,000); also: potency is read from the fitted curve at half-maximal effect; % is scaled to controls: 0 for no effect and ±100 for the full control effect; nearly all actives have a fitted effect of over 60% in size
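Kinetic colorimetric format: TGR-catalysed, NADPH-driven DTNB reduction monitored via TNB absorbance. Enzyme dispensed at 20 nM; compound exposure 15 min at room temperature before reaction start.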
Pf growth 96h: inhibits malaria parasite growth, 96 h; actives 6.9% (n = 320,000); Potency, µM (highest dose often 28.7 µM), for inactives: at the top dose activity change, negative = inhibition, usual class: inhibitors; AID 504834; P. falciparum luciferase reporter growth, 96 h; also: potency is read from the fitted curve at half-maximal effect; % is scaled to controls: 0 for no effect and ±100 for the full control effect
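Luminescence readout: decreased luciferase signal marks inhibited growth of reporter-expressing P. falciparum in infected red cells (2% hematocrit, 0.05% parasitemia final), exposed to compound two generations (96 h, 37 C, 5% CO2).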
Giardia FBPA inh: blocks Giardia fructose-bisphosphate aldolase activity; A8B2U2; purified Giardia FBPA; Potency, µM (top dose mostly 59.6 µM), for inactives: at the top dose activity, negative = inhibition, most hits filed as inhibitors; actives 0.71% (n = 290,000); AID 2451; also: potency is read from the fitted curve at half-maximal effect; % is scaled to controls: 0 for no effect and ±100 for the full control effect; nearly all actives have a fitted effect of over 55% in size
Target sequence (A8B2U2 whole entry, looked up): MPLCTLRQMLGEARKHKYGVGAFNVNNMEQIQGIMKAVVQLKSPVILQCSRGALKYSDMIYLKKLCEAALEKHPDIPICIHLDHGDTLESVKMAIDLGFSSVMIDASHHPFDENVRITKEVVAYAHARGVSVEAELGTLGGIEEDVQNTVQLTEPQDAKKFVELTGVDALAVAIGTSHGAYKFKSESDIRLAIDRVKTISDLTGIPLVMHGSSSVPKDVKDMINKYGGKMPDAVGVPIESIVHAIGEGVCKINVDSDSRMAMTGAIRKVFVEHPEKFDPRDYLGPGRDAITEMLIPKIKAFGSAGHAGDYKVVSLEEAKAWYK
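40 nM FBPA preincubated 10 min at RT with compound (up to 57.5 uM final), then substrate plus GAPDH/TPI/NAD/arsenate coupling and diaphorase/resazurin added. Fluorescence read after 20 min at RT, 525/598 nm.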
CHX counter: counter-screen hit for Shiga toxin inhibitors, cycloheximide | cell reporter, cycloheximide protein synthesis inhibition counterscreen | AID 2314 | actives 12% (n = 300,000) | max response, %; in the data active = max response mostly above about 13%, no sharp cut-off; inactive = mostly below about 14%; also: read at 38.3 µM for the half of the compounds with a filed dose; 0% is about no effect
The depositor's hits bear a star; u = inconclusive; x = not tested or not shown; [ ] = dose if it differs, or a comment. Unless noted, calls follow the shape of the dose curve; as a rule, active = well fitted curve in the direction sought with a large enough effect; inconclusive = small, poorly fitted or top-dose-only effect, or another doubt; inactive = no such curve, though single readings can be large; an effect the other way counts as inactive or inconclusive.

SMILES	Shiga inhibitor	Pf growth 48h	Sm TGR block	Pf growth 96h	Giardia FBPA inh	CHX counter
Cc1ccc(S(=O)(=O)N(C)c2ccc(OCC(=O)O)cc2)cc1	-28	1%	-3%	x	7%	-4
CCN1C(=O)[C@H]2[C@@H](c3ccc(OC)cc3)N3C(=O)CN(CC4CC4)C(=O)[C@@]3(C)[C@H]2C1=O	-2	0%	-1%	86%[activator]	4%	2
CC(c1ccon1)N(C)Cc1c(C(=O)N(C)Cc2ccccc2)nc2ccccn12 (stereo unspecified)	-33	u	-5%[57.1 µM]	0%	-2%	-2
O=C(NCCOc1ccc(Cl)cc1)c1ccc2ccccc2n1	33	18%	15%	299%[activator]	-6%	9.3*
CNC(=O)NC(=O)COC(=O)CCCSc1nc2ccccc2s1	2	3%	-1%	0%	-2%	-3
Cc1ccc(NC(=O)NNC(=O)C2CC(c3cccnc3)=NO2)cc1 (stereo unspecified)	12	36%[activator]	15%	-8%	x	6
COC(=O)CSc1nc2sc(C)c(C)c2c(=O)n1C	-4	7%	11%	-3%[5.75 µM]	9%	2
Cc1ccc2c(c1)C(c1ccc(F)cc1)N(C(=O)c1ccc(S(=O)(=O)N(C)C)cc1)CC(=O)N2 (stereo unspecified)	-7	x	13%	15%	10%	2
CCCc1cc(=O)oc2c3c(cc(OCC(=O)NCCN4CCOCC4)c12)OC(C)(C)CC3	-6	u	-4%	9.3µM*	24%	-3
Cc1cccc(-c2nnc(SCC3CNC(=O)O3)n2-c2ccc(Cl)cc2)c1 (stereo unspecified)	3	-8%	-9%	-17%	3%	-3
O=C(NCc1nc2ccccc2[nH]1)C1=C[C@@H](C2CC2)C[C@@H](OCc2ccc(CO)cc2)O1	13	u	-10%	u	-1%	6
O=C(Nc1cccc(-c2csc(Nc3ccccc3)n2)c1)c1cc([N+](=O)[O-])cc(C(F)(F)F)c1	27*	u	6%	u	-2%	18*
CN(C)C(=O)c1ccc(NC(=O)COC(=O)/C=C/c2cccs2)cc1	x	-10%	-3%	36%[activator]	x	x
CS(=O)(=O)c1ccc(C(=O)OCC(=O)N(CCc2ccccc2)Cc2ccccc2)cc1	x	2%	9%	2%	x	x
O=C(Nc1ccc(F)cc1F)Nc1ccc(F)cc1F	86*	87%[activator]	x	-1%	-1%	30*
COc1ccc(Br)cc1C(=O)Nc1ccc(N2CCN(S(C)(=O)=O)CC2)cc1	9	u	4%	x	-5%	-1
COc1cc(C)c(CNc2cc(C)cc(C)c2)cc1C	-13	x	-5%	u	-1%	-2
CC(=O)Nc1ccc(NC(=O)CNC(=O)COc2ccccc2)cc1	4	23%	x	0%	0%	1
CCC(C)(C)n1nnnc1C(c1cc2cc(C)ccc2[nH]c1=O)N1CCCc2ccccc21 (stereo unspecified)	22	x	u	u	u	8
CCN(CC)C(=O)c1ccc(-c2nnc(Nc3cccc(O)c3)c3ccccc23)cc1	x	2.9µM*	-8%	-13%	10%	1
Cc1cc(C)c(S(=O)(=O)NCCCN2CCOCC2)cc1Br	6	4%	-21%	u	-1%	-5
O=C(NCc1ccccc1C(F)(F)F)C1CC(c2ccc(C(F)(F)F)cc2)=NO1 (stereo unspecified)	0	u	19%	64%[activator]	-4%	-3
c1ccc(CN2CCc3nc4ccccc4cc3C2)cc1	59*	97%[activator]	1%	156%[activator]	-1%	26*
CCOc1cc(CNc2ncn[nH]2)ccc1OCC(=O)NC(C)(C)C	-16	-22%	4%	44%[activator]	4%	2
COc1cc(CC(=O)Nc2sc3c(c2C(N)=O)CCCC3)cc(OC)c1OC	-11	-5%	2%	17%	3%	-7
CNc1oc(/C=C/c2cc(OC)c(OC)c(OC)c2)nc1C#N	6	x	-2%	x	x	-9
CS(=O)(=O)NCc1nnc2n1-c1ccc(Cl)cc1C(c1ccccc1)=NC2	-3	5%	-2%	-5%	17%	-3
CCCn1nnnc1SCC(=O)NNC(=O)C1CCCCC1	-9	-4%	7%	3%	-1%	-4
CCOCC(=O)Nc1ccc(F)c(F)c1	-5	20%	-20%	2%	1%	5
COc1cc(C(=O)Nc2ccccc2NC(=O)c2cc(OC)c(OC)c(OC)c2)cc(OC)c1OC	2	u	9%	25%	15%	-2
O=S(=O)(NC(=NC1CCCCC1)c1ccccc1F)c1ccccc1	6	-15%	-2%	58%[activator]	-16%	-5
COc1cccc(NC(=O)C(Sc2nnc(Nc3ccccc3C)s2)c2ccccc2)c1 (stereo unspecified)	8	u	0%	6.6µM*	5%	-12
Cc1cccc(C)c1OCC(=O)NNC(=O)CCNC(=O)c1ccco1	x	u	-6%	4%	x	x
COc1cc(Cl)c(C)cc1NC(=O)Cc1cccs1	-4	3%	-1%	-5%	5%	2
COc1cc2c(cc1OC)CN(C(=O)c1ccc(S(=O)(=O)N(C)c3ccccc3)cc1)CC2	-4	-32%	8%	u	2%	7
Cn1c(=O)n(Cc2ccccc2F)c(=O)c2c1nc1n2CCCN1CCc1ccccc1	-11	u	0%	u	2%	-4
CCNS(=O)(=O)c1ccc(NC(=O)c2ccccc2OCC)cc1	17	-5%	6%	x	2%	-1
COC(=O)c1ccccc1S(=O)c1snnc1C (stereo unspecified)	2	1%	3%	13%	-3%	-1
CCOC(=O)N1CCN(C(=O)CN(Cc2ccc(Cl)cc2)S(=O)(=O)c2ccc(C)cc2)CC1	-17	x	-16%	1.9µM*	-6%	27
CC(OC(=O)C1CCN(S(=O)(=O)c2ccc(Cl)cc2)CC1)C(=O)NC1CCCCC1C (stereo unspecified)	29	-16%	2%	-7%	x	-1
COc1ccc(NC(=O)C2CCN(C(=O)c3cccs3)CC2)c(OC)c1	-8	40%[activator]	7%	-3%	1%	-2
C/C(=N\N=C(N)N)c1ccccc1	6	-9%	10%	-10%	2%	-1
Cc1ccc(CC(=O)NCCN2CCOCC2)cc1	-3	3%	10%	u	7%	-3
O=C(CSc1ccc(Cl)cc1)N1CCN(c2ncc(C(F)(F)F)cc2Cl)CC1	1	u	-4%	-13%	-12%	2
Cc1c(CN2CCC(CO)(CCOc3ccccc3)CC2)[nH]c2ccc(Cl)cc12	-12	3.7µM*	-9%	u	0%	-1
COc1ccc(N=Cc2c(O)n(C)c(=O)n(C)c2=O)cc1	29	29%	4%	44%[activator]	3%	25
Cc1ccc(N/C(=C\C(=O)c2ccccc2)C(=O)O)cc1	100*	80%[activator]	-10%[57.1 µM]	20%	-23%	47*
COc1ccc(N(CC(=O)NCc2cccnc2)S(=O)(=O)c2c(C)nn(C)c2C)cc1	13	x	-12%	u	1%	-1

A second format for part of the listing above.
Below each compound: Shiga inhibitor, Pf growth 48h, Sm TGR block, Pf growth 96h, Giardia FBPA inh, CHX counter
- Cc1ccc(N/C(=C\C(=O)c2ccccc2)C(=O)O)cc1
  100*, 80%[activator], -10%[57.1 µM], 20%, -23%, 47*
- COc1ccc(N(CC(=O)NCc2cccnc2)S(=O)(=O)c2c(C)nn(C)c2C)cc1
  13, x, -12%, u, 1%, -1

Next part:
SMILES	Shiga inhibitor	Pf growth 48h	Sm TGR block	Pf growth 96h	Giardia FBPA inh	CHX counter
Cn1c(=O)c2c(nc(OCc3ccc4c(c3)OCO4)n2Cc2ccccc2Cl)n(C)c1=O	43	3%	5%	u	-1%	6
COc1cc(C)c(C)cc1S(=O)(=O)N1CCCc2ccccc21	17	u	7%	-9%	2%	18*
OCCN1CCN(Cc2ccc3ccccc3c2)CC1	x	-1%	-13%	4%	u	3
Cc1cc2cc(C(=O)N3CCc4c([nH]c5ccccc45)C3c3ccccn3)ccc2o1 (stereo unspecified)	4	10µM*	12%	9.3µM*	-9%	6
O=C(CCn1c(=O)oc2ccccc21)Nc1nc2ccccc2s1	44*	14%	2%	8%	-4%	13*
O=C(c1ccc2noc(-c3ccccc3)c2c1)N1CCN(c2ccccc2)CC1	x	u	4%	u	x	x
C=CCNC(=S)Nc1ccc(C)cc1[N+](=O)[O-]	26	20%	40µM*	u	-16%	15
Cc1ccc(S(=O)(=O)N(C)C)cc1NC(=O)c1n[nH]c(=O)c2ccccc12	-5	5%	7%	u	-9%	-4
CC(C)NC(=O)CSc1ccccc1C(=O)N1CCN(S(=O)(=O)/C=C/c2ccccc2)CC1	x	u	-2%	u	x	x
Cc1cc(O)cc2c1O[C@](C)(CCC[C@H](C)CCC[C@H](C)CCCC(C)C)CC2	5	-16%	x	-19%	-11%	-1
O=C1CSC(c2ccc(Cl)cc2)N1c1cccnc1 (stereo unspecified)	-12	-2%	-4%	-2%	3%	7
O=C(C1CC1)N1CCCN(C(=O)C2CC2)CC1	1	40%[activator]	u	0%	0%	2

The final 5 records of the section above come first, to join the parts:
SMILES	Shiga inhibitor	Pf growth 48h	Sm TGR block	Pf growth 96h	Giardia FBPA inh	CHX counter
Cc1ccc(S(=O)(=O)N(C)C)cc1NC(=O)c1n[nH]c(=O)c2ccccc12	-5	5%	7%	u	-9%	-4
CC(C)NC(=O)CSc1ccccc1C(=O)N1CCN(S(=O)(=O)/C=C/c2ccccc2)CC1	x	u	-2%	u	x	x
Cc1cc(O)cc2c1O[C@](C)(CCC[C@H](C)CCC[C@H](C)CCCC(C)C)CC2	5	-16%	x	-19%	-11%	-1
O=C1CSC(c2ccc(Cl)cc2)N1c1cccnc1 (stereo unspecified)	-12	-2%	-4%	-2%	3%	7
O=C(C1CC1)N1CCCN(C(=O)C2CC2)CC1	1	40%[activator]	u	0%	0%	2
COC(=O)c1ccc(NC(=O)COc2coc(CN3CCc4ccccc43)cc2=O)cc1	x	u	-3%	0%	x	x
COCCNC(=O)c1cccc(OC2CCN(Cc3ccc(C(C)C)cc3)CC2)c1	x	-23%	3%	-21%	-3%	-1
CCOc1ccc(N(CC(=O)OC)S(=O)(=O)c2ccc(OC)c(OC)c2)cc1	-7	-15%	-16%	37%[activator]	2%	1
O=C(NCC1CCNCC1)c1ccncc1	12	4%	-7%	x	-9%	-9
Cc1ccc(-n2c(-c3ccccc3)n[nH]c2=S)c(C)c1	-2	-13%	2%	13µM*	17%	-2
CN(C)c1ccc(C=C(C#N)C#N)cc1	-7	1%	-10%	u	0%	0
COc1cccc(OCC(O)CN2CCOCC2)c1 (stereo unspecified)	9	u	-5%	u	-10%[12.9 µM]	6
O=C(CSc1nnc(-c2cccs2)o1)N1CCCCC1	113*	x	-3%	u	1%	48*
CSc1ncc(Cl)c(C(=O)C(C#N)c2nc3c(C)cc(C)cc3c(=O)[nH]2)n1 (stereo unspecified)	-3	-18%	-18%	u	0%	-2
Nn1c(SCC(=O)Nc2nccs2)nnc1-c1ccco1	x	24%	-2%	-3%	x	x
O=C(CSc1nc(-c2cccs2)cc(C(F)(F)F)n1)NCc1ccccc1	-6	0%	-13%	x	1%	-2
CCC1CCCCN1c1nc(-c2ccncc2)nc2ccccc12 (stereo unspecified)	-20	x	-2%	3%	5%	-5
C=CCOc1ccccc1CNCCCN1CCOCC1	18	48%[activator]	15%	11%	2%	19
CCOc1ccccc1NC(=O)c1cc(S(=O)(=O)N2CCN(CC)CC2)ccc1Cl	-21	-30%	-13%	u	x	-1
O=C(NCc1nnc(SCC(=O)N2CCN(c3ccccc3)CC2)o1)c1c(F)cccc1Cl	-6	-16%	-7%	10µM*	-29%	-3
O=C(NNc1cc(N2CCOCC2)nc(N2CCOCC2)n1)c1ccc(Cl)cc1Cl	-7	-4%	-1%	-18%	-11%	-2
CCOC(=O)[C@H]1[C@H]2COc3ccc(C)cc3[C@@H]2N2C(=O)CN(Cc3ccc(F)cc3)C(=O)[C@@]12C	x	u	-18%	u	x	x
Cc1ccc(NC(=O)c2ccc(S(=O)(=O)NCC3CCCO3)cc2)cc1C (stereo unspecified)	52	u	10%	-18%	1%	10
O=C(c1ccc(CS(=O)(=O)Cc2ccccc2)cc1)N1CCCCC1	-9	19%	3%	u	0%	1

Source: PubChem

Compounds were not picked by outcome; 24% or so of the library scored in one or more.
